Compound activity (PubChem BioAssay)
mHTT-CaM PPI inh: disrupts binding of mutant huntingtin to calmodulin | P42858 | 3.6% of 190,000 active | AID 1671202 | inhibition, % at 15 µM | AlphaScreen His-mHTT/GST-CaM binding, luminescence;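 note: 0% = both proteins with DMSO and 100% = one protein alone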
Target sequence (P42858 whole entry, looked up, stated change not applied): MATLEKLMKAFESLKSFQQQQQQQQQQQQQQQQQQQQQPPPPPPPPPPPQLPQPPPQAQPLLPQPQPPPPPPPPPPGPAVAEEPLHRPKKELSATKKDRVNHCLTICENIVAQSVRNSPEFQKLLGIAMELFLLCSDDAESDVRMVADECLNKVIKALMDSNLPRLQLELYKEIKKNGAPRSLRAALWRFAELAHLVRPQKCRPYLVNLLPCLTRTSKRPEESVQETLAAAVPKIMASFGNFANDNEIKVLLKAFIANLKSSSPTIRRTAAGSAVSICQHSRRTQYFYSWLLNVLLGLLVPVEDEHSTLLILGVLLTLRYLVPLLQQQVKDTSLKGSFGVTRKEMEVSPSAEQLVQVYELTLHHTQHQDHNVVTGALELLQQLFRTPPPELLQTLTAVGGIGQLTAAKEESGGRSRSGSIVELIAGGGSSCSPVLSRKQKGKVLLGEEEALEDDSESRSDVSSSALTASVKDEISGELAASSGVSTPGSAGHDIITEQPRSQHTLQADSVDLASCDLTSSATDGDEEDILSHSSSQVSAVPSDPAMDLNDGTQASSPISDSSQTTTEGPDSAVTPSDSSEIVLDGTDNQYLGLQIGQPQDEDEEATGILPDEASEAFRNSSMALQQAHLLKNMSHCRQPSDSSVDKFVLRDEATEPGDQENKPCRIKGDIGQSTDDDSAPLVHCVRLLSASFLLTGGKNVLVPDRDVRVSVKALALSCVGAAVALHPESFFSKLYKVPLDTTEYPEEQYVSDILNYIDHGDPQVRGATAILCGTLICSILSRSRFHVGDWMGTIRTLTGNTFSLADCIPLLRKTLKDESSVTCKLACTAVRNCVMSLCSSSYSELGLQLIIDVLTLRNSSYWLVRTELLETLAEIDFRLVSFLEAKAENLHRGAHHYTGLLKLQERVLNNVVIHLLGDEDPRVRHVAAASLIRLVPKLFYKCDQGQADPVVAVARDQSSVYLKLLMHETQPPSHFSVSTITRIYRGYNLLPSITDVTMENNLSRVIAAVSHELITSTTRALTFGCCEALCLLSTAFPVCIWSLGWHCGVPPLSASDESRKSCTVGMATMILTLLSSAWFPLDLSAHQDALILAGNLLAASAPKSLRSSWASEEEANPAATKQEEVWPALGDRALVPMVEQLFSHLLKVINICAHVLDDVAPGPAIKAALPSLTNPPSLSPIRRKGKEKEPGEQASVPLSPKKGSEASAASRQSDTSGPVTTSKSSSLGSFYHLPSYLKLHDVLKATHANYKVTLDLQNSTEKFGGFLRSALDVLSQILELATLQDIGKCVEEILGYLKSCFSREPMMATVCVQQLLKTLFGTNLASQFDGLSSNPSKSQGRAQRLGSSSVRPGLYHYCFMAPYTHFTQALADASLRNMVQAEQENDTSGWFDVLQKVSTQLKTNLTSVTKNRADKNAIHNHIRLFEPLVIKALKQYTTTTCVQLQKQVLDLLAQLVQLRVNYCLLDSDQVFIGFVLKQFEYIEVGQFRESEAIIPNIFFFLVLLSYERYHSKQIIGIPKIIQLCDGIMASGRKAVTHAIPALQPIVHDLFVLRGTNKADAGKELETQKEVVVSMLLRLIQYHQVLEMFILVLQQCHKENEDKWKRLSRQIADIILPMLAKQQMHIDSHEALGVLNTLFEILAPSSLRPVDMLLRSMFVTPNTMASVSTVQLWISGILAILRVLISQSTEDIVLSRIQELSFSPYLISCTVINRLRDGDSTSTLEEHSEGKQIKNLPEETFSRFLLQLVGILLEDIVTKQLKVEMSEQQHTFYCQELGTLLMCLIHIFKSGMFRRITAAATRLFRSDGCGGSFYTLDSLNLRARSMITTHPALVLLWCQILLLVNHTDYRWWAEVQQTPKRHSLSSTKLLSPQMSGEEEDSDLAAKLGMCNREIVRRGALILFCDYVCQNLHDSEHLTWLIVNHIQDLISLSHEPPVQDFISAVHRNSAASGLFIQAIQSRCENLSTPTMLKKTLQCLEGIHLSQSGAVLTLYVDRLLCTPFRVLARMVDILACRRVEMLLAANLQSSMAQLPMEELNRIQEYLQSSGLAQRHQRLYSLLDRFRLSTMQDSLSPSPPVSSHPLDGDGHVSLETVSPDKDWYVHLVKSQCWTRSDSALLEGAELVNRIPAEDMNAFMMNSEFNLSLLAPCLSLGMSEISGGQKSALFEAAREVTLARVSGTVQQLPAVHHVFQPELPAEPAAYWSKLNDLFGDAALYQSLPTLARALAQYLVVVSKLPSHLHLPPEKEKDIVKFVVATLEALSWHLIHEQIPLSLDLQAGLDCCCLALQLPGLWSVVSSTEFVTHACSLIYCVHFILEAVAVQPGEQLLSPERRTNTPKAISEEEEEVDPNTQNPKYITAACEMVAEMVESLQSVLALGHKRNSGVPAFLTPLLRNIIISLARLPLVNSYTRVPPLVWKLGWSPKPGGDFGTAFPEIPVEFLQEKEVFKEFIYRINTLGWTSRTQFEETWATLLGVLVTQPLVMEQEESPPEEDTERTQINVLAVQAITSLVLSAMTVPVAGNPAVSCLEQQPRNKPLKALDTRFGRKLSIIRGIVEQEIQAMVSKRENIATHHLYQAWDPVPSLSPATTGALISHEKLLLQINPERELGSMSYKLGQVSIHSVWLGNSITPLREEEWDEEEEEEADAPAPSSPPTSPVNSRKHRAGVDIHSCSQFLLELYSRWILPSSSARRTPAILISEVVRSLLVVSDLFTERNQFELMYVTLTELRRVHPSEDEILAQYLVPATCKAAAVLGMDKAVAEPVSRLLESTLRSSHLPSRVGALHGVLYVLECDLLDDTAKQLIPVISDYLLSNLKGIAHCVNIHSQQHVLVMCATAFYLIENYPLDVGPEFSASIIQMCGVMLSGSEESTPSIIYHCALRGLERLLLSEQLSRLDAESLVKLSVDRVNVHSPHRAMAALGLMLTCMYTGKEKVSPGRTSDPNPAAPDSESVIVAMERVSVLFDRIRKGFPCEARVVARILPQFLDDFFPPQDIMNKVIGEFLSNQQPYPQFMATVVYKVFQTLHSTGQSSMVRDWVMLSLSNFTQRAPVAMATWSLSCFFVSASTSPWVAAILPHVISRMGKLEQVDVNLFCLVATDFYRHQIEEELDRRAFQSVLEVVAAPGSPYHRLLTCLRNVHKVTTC
Pf apPOL inh: Pf-apPOL DNA polymerase inhibition; Recombinant Pf-apPOL, molecular beacon fluorescence, 1.5 h; inhibition, % at 10 µM; 0.25% of 210,000 active
An asterisk follows results filed as active; i = inactive; nt = no result given; & = joins results of further samples. Cut-off read from the data, not from the text of the source: active = inhibition above about 50%; inactive = the rest.

Start of the data: the first 3 entries as a preview:
SMILES	mHTT-CaM PPI inh	Pf apPOL inh
O=C(NCCc1ccc(Cl)cc1)C1CCN(c2nc3ccccc3o2)CC1	13	-17
O=C(Oc1ccccc1Oc1ccc(C(F)(F)F)cc1[N+](=O)[O-])c1cc2ccccc2s1	nt	5
COc1ccccc1Nc1ncnc(N)c1[N+](=O)[O-]	1	-6

This part in full (from the top)
SMILES	mHTT-CaM PPI inh	Pf apPOL inh
O=C(NCCc1ccc(Cl)cc1)C1CCN(c2nc3ccccc3o2)CC1	13	-17
O=C(Oc1ccccc1Oc1ccc(C(F)(F)F)cc1[N+](=O)[O-])c1cc2ccccc2s1	nt	5
COc1ccccc1Nc1ncnc(N)c1[N+](=O)[O-]	1	-6
O=C(CSc1nnc2nnc3ccccc3n12)N1CCOCC1	nt	6&4
COc1cccc(OC)c1OCCCOc1cccc2cccnc12	4	11
Cc1ccc(C(=O)Nc2ccc(NC(=O)C(C)C)cc2)cc1C	1	-3
CN(C)CCCN1c2ccccc2Sc2ccc(Cl)cc21	nt	10
CCN(CCCN1C(=O)CCC1(C)C(=O)NCCC(C)C)c1cccc(C)c1 (stereo not drawn)	34	-1
Cc1nn(-c2ccccc2)c(N)c1N	39	0
CCOc1ccc(-c2nc3s/c(=C\c4cccc(F)c4)c(=O)n3n2)cc1	-3	3
COc1ccc(C)cc1NC(=O)C1CCCN(C(=O)c2cc(C)cc(C)c2)C1 (stereo not drawn)	0	0
O=c1[nH]nc(-c2ccc(F)cc2)c2ccccc12	3	3
CC=Cc1ccc(OCC(O)CNC(C)(C)CC(C)(C)C)c(OC)c1 (stereo not drawn)	20	-38
Cc1cc(C(=O)NCC2CCN(C(=O)NC(C)(C)C)CC2)c(C)o1	-10	-5
CCOc1ccc2c(c1)OC(=Cc1cccc(OS(C)(=O)=O)c1)C2=O	2	-9
O=C(CC1CCN(C(=O)c2ccccc2Cl)CC1)N1CCOCC1	-10	-7
CCC1CN(C(=O)Nc2ccccc2)c2cc(C)ccc2O1 (stereo not drawn)	-1	-3
O=C(C1CCCN(c2cn[nH]c(=O)c2)C1)N1CCCC1 (stereo not drawn)	0	5
CC1(C)CC(n2c(SCC#N)nc3c(c2=O)C2(CCCC2)Cc2ccccc2-3)CCO1 (stereo not drawn)	-4&-5	2&6
Cc1ccc(C(=O)N2CCC(C)CC2)c(Cl)c1	-6	3
Cn1cnc([N+](=O)[O-])c1Sc1n[nH]c(=O)n1-c1ccccc1C(F)(F)F	nt	-5
Cc1cc(C=O)c(C)n1-c1cccc([N+](=O)[O-])c1	7	-14
CS(=O)(=O)N(Cc1ccccc1)c1ccc(C(=O)O)cc1	3	1
CCCc1c(C(=O)N2CCN(c3ccccc3OC)CC2)cnn1-c1ccccc1	nt	37
COc1cccc(Oc2coc3c(CN4CCCCC4C)c(O)ccc3c2=O)c1 (stereo not drawn)	6	-6
COc1ccc(/C=c2\sc3nc(-c4ccccc4)nn3c2=O)c(OC)c1	-1	1
O=C(O)CC1C(=O)NCCN1C1CCCC1 (stereo not drawn)	0	-3
CC(C)Cn1c(-c2ccc(N(C)C)cc2)nc2ccccc21	39	8
CC(=O)NC(CCS(C)(=O)=O)C(=O)N1CCc2ccccc21 (stereo not drawn)	-3	-3
COc1ccccc1CN1COc2ccc3c(c2C1)OC(=Cc1ccncc1)C3=O	100*	-21
CC(C)n1cc(C#N)c(=O)[nH]c1=O	nt	-10
CC1C(=O)N(Cc2cn(CCC3OCCCO3)nn2)CCS(=O)(=O)N1Cc1ccc(-c2cccc(CO)c2)cc1 (stereo not drawn)	15	-9
CN(Cc1ccccc1)C(=O)C1CC(=O)N(c2ccc(F)cc2)C1 (stereo not drawn)	-1	3
c1ccc(-c2csc3ncnc(N4CCCN(c5nc6ccccc6s5)CC4)c23)cc1	nt	-10
Cc1cc(C)n(-c2ccc(C(=O)NCc3nc4ccccc4[nH]3)nn2)n1	-18	2
COc1ccc(NC(=O)c2cc(I)ccc2Cl)cc1OC	11	-4
CCOc1ccccc1NC(=O)C1c2ccccc2C(=O)N2CCc3ccccc3C12 (stereo not drawn)	15	1
N#C/C(=C\c1cc2c(cc1Cl)OCO2)C(=O)Nc1ccccc1C(=O)O	8	-2
COc1cc(Cl)c(C)cc1NC(=O)C1COc2ccccc2O1 (stereo not drawn)	-9	-2
O=C(Cc1ccc(F)cc1)NCc1cccnc1-c1ccc(F)cc1	-2	-4
Cc1cccc(CC(=O)NCC2CCN(Cc3ccccc3)CC2)c1	-8	-4
CCCCCCOC(=O)CCN1C(=O)C(=Cc2ccc3c(c2)OCO3)SC1=S	19	-16
COc1ccc(CCNC(=O)CN2C(=O)COc3ccc(Cl)cc32)cc1OC	-11	-16
O=C(NCc1ccc(Cl)cc1)c1cc2n(n1)C(C(F)(F)F)CC(c1ccccc1)N2 (stereo not drawn)	16	-4
Cc1cc2c(cc1C)-c1nnc(C(F)(F)F)n1C(C)(C)C2	-2	-3
Cc1cccc(NC(=O)c2ccco2)c1	-4	-6
O=C(c1ccccc1)N1CCC(n2c(=O)oc3ccc(F)cc32)CC1	-2	0
Cn1cc(C(=O)N2CCN(C(=O)c3cccs3)CC2)c2nn(-c3ccccc3)c(=O)c-2c1	12	-7
N#Cc1nc(COc2ccccc2F)oc1NCc1ccco1	17	-5
O=C(Nc1ccc(F)c(Cl)c1)c1coc(=O)c2ccccc12	18	-6
COc1ccc2cc(NC(=O)c3ccc(Cl)c([N+](=O)[O-])c3)c(=O)oc2c1	1	-6
Cc1cc(C)cc(NC(=O)COc2nc(C)nc3ccccc23)c1	1	0
CC(Cn1nc(-c2ccco2)ccc1=O)C(=O)NC1CC1 (stereo not drawn)	-8	1
NS(=O)(=O)c1ccc(NNC(=O)c2cccs2)cc1	nt	-2
COc1ccc(/C=C2/SC(N3CCN(C)CC3)=NC2=O)cc1OC	7	-1
O=C(c1ccccc1)c1ccc2nc(Cc3ccccc3F)c(=O)[nH]c2c1	17	-9
Cc1oc2cc(OC(=O)c3ccco3)ccc2c(=O)c1-c1ccccc1	4	6
O=C1C(=O)N(c2ccccn2)C(c2ccc([N+](=O)[O-])cc2)C1=C(O)c1ccccc1 (stereo not drawn)	0	0
Cc1ccc([C@H]2C[C@H](O)[C@@H](n3cc(C4CC4)nn3)CN2CC2CCCCC2)cc1	86*	-1
O=C(O)CNC1CCS(=O)(=O)C1 (stereo not drawn)	-2	-3
Next part:
SMILES	mHTT-CaM PPI inh	Pf apPOL inh
O=[N+]([O-])c1ccccc1S(=O)(=O)Nc1cccc(I)c1	8	-2
COc1ccc(/C=C2/SC(N3CC(C)OC(C)C3)=NC2=O)cc1OC (stereo not drawn)	8	4
CC(C)Cn1c(C2CCN(C(=O)c3ccoc3)C2)nc2ccncc21 (stereo not drawn)	9	-1
O=C(CSC1=NC(=O)C(c2ccccc2)C(=O)N1)Nc1ccccn1 (stereo not drawn)	3	-4
CCc1nc(-c2nnn(-c3ccccc3)c2C)no1	-12	2
N#Cc1cc2c(N)c(C(=O)c3ccccc3)sc2nc1N	9	-3
O=C(O)c1ccc2c(c1)C1C=CCC1C(c1cccc([N+](=O)[O-])c1)N2 (stereo not drawn)	85*	-2
O=C(COc1ccc(Br)cc1)c1ccc(F)cc1	-15	2
CN(C)CCC=C1c2ccccc2C=Cc2ccccc21	nt	10
CCCN(C(=O)Cc1c(C(=O)O)[nH]c2ccc(Cl)cc12)c1ccccc1F	22	5
COc1cccc(OC)c1OCCCOc1cc(C)ccc1Cl	-23	1
O=S(=O)(O)c1cc2cc3ccccc3cc2[nH]1	nt	2
COc1ccc2c(c1)CC/C(=C\c1ccc(OC)c(OC)c1OC)C2=O	10	0
Cc1cc(Cl)cc2sc(N(Cc3cccnc3)C(=O)CN3C(=O)CCC3=O)nc12	2	-19
COc1ccc(C(=O)N2CCc3c(nc4cc(-c5ccccc5Cl)[nH]n4c3=O)C2)cn1	53*	0
Fc1ccc(CN2CCCCC2c2nc(-c3cccnc3)no2)cc1 (stereo not drawn)	9	1
COc1ccc(OC)c(/C=C2N=C(/C=C/c3cccc(Cl)c3Cl)OC/2=O)c1	2	-4
Cn1cccc1C(=O)N1CCc2c(c(CO)nn2Cc2ccccc2)C1	-1	1
O=C(NC1CCCC1)C1CCCN(c2ncc(-c3ccc(F)cc3)cn2)C1 (stereo not drawn)	-11	4
O=C(NC1CCCCC1)c1csc(-c2ccncc2)n1	-6	1

No new results follow: an excerpt of the list.
SMILES	mHTT-CaM PPI inh	Pf apPOL inh
N#Cc1cc2c(N)c(C(=O)c3ccccc3)sc2nc1N	9	-3
O=C(O)c1ccc2c(c1)C1C=CCC1C(c1cccc([N+](=O)[O-])c1)N2 (stereo not drawn)	85*	-2
O=C(COc1ccc(Br)cc1)c1ccc(F)cc1	-15	2
CN(C)CCC=C1c2ccccc2C=Cc2ccccc21	nt	10

(cont.)
SMILES	mHTT-CaM PPI inh	Pf apPOL inh
CC(C)N(Cc1ccccc1)C(=O)c1cnc2n(c1=O)CCS2	7	0
CN(C)S(=O)(=O)Nc1cccc(N)c1	-7	nt
O=Cc1cccn1Cc1ccccc1[N+](=O)[O-]	-1	-7
O=[N+]([O-])c1ccc2c3c(ccc(Br)c13)CC2	nt	5
O=C(CSc1ssc(=S)c1-c1ccccc1)Nc1cccc(C(F)(F)F)c1	nt	-9
O=[N+]([O-])c1cccc(-c2noc(COc3ccc(Cl)cc3)n2)c1	-1	-1
CCCC1CCC2(CCCN2CCOC(=S)Nc2ccccc2Cl)CC1 (stereo not drawn)	-8	-9
CC(=O)Nc1c(-c2cc(C)cc(C)c2)nc2ccccn12	14	-4
Cc1ccc(Cl)cc1N(CC(=O)Nc1ccccc1C(=O)NC(C)C)S(C)(=O)=O	4	-7
CCCCSc1nnc(-c2ccc(Br)cc2)o1	-107	1
Cc1c(Cl)c(C(F)(F)F)nn1CC(=O)Nc1cccc(Cl)c1	-5	-16
O=C(NCC1CCN(Cc2ccco2)CC1)Nc1ccc2c(c1)OCO2	-6	-4
CCc1noc2ncnc(NC3CC3)c12	-9	-3
CCc1ccc(C2CC(c3ccccc3)n3nc(N)nc3N2)cc1 (stereo not drawn)	35	-1
Cc1cccc2c(=O)n(C3CCN(S(=O)(=O)c4ccc(F)cc4F)CC3)cnc12	-4	-1
CC1=C/C(=N/OC(=O)c2ccc(F)cc2)C=CC1=O	i	0
O=C(c1ccc(F)cc1)N1CCC(CCOCc2cccc(F)c2)CC1	-11	-5
COc1ccc(NC(=O)c2ccccc2NC(=O)c2ccccc2)cc1	nt	-4&2
Cc1ccc(NC(=O)c2cc3cc(Br)ccc3oc2=O)c(Br)c1	-2	85*
CCOC(=O)c1cccc(NC(=O)N2CCc3cn(C)c4cccc(c34)C2)c1	-5	-2
Cc1cccc(Sc2nccnc2N2CCC(C(=O)N3CCCC3)CC2)c1	13	-5
Nc1c(C(=O)Nc2cc(Cl)cc(Cl)c2)sc2[nH]c(=O)c(C(=O)O)cc12	28	1
CNC(=O)N1CCc2nc(-c3ccccc3)ncc2C1	-6	-1
O=C(CSc1nnc(CCc2nc3ccccc3[nH]2)o1)NCCc1ccc(Cl)cc1	6	-22
CC(C)C(=O)NCCc1csc(C2CCCN(C(=O)c3cccc(C#N)c3)C2)n1 (stereo not drawn)	2	1
CC(C)n1cc2cc(C(=O)N3CCN(Cc4ccccc4F)CC3)sc2c1	60*	3
CCCCN1C(=O)C(C)(C(=O)Nc2ccccc2C)Oc2cccnc21 (stereo not drawn)	-12	-7
Cc1c(Cl)cccc1NC(=O)CN1CCC(c2nc(-c3ccccc3)no2)CC1	-6	0
CC(C)N1C(=O)Cc2ccccc2C1C(=O)NCc1cccc(Cl)c1 (stereo not drawn)	6	-2
CCN1CCc2c(sc(NC(=O)COc3ccc(Cl)cc3)c2C(=O)OC)C1	34	-9
CCCCNC(=O)CCSc1nc2nc(C)cc(C)n2n1	1	2
Cc1c([N+](=O)[O-])c(C)n(C)c(=O)c1C#N	2	nt
CC(C)c1nn(-c2ccccc2Cl)c(C(C)C)c1C(=O)NC1CC1	0	3
O=C1Sc2cccc3cccc1c23	nt	-13
O=C(CSc1cc(-n2cccn2)ncn1)Nc1cccc(Cl)c1F	-6	-4
COc1ccc(CN2C(=O)CCC2(C)C(=O)NCc2ccccc2)c(OC)c1 (stereo not drawn)	1	-2
COc1ccc(-c2c3c(=O)n(C)c(=O)n(C)c3cn2-c2ccccc2OC)cc1	15	78*
Cc1ccc(C2OCC3(CO2)COC(c2ccc(C)cc2)OC3)cc1 (stereo not drawn)	2	-3
COc1ccc(Oc2c(C)oc3cc(OC(=O)c4ccc([N+](=O)[O-])cc4)ccc3c2=O)cc1	-3	-2
O=C(Cc1cccc(F)c1)N1CCC(CCOc2cccnc2)CC1	5	-7
CCn1nc(C)c(NS(=O)(=O)c2ccc(F)c(Cl)c2)c1C(=O)OC	nt	-4
CCCC[C@H]1COCCS(=O)(=O)N1Cc1cccc(F)c1	-7	1
CCOC(=O)C1=C([Si](C)(C)C)c2ccccc2N(S(=O)(=O)C(F)(F)F)C1C(=O)OCC (stereo not drawn)	-9	-4
O=C(NCc1ccc(F)c(Cl)c1)C1CCN(c2cncnc2N2CCCC2)CC1	90*	2
CCc1cc(C)nc2cc(-c3ccccc3)nn12	-6	-6
COc1ccc(C2=NC3(CCCCC3)N(CC(=O)Nc3ccc(Cl)cc3)C2=O)cc1	-6	-9
COc1ccc(N2C(=O)C3CCCN3C2c2ccccc2)cc1 (stereo not drawn)	-7	-5
Cc1cccc(N2CCN(CC(O)c3ccc4c(c3)OCO4)CC2)c1C (stereo not drawn)	9	-1
CCC(=O)N1CCc2cc(Br)cc(S(=O)(=O)N3CCN(c4ccccn4)CC3)c21	1	-16

Full records as entered above. Values in the order: mHTT-CaM PPI inh	Pf apPOL inh
`COc1ccc(C2=NC3(CCCCC3)N(CC(=O)Nc3ccc(Cl)cc3)C2=O)cc1` is entered as -6	-9
`Cc1cccc(N2CCN(CC(O)c3ccc4c(c3)OCO4)CC2)c1C` (stereo not drawn) is entered as 9	-1
`CCc1cc(C)nc2cc(-c3ccccc3)nn12` is entered as -6	-6
`CCOC(=O)C1=C([Si](C)(C)C)c2ccccc2N(S(=O)(=O)C(F)(F)F)C1C(=O)OCC` (stereo not drawn) is entered as -9	-4
`CCC(=O)N1CCc2cc(Br)cc(S(=O)(=O)N3CCN(c4ccccn4)CC3)c21` is entered as 1	-16

An unsorted share of the library; 3.7% or so of the library scored in one or more.
